# Screens: PubChem, Sanford-Burnham Center for Chemical Genomics
# PfG6PD inh: PfG6PD (Plasmodium falciparum) enzyme inhibition; PfGluPho enzyme, NADPH resazurin-diaphorase fluorescence; inhibition, % at 20 µM; hit rate 0.78% among 350,000; AID 504690;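 active means inhibition reaching at least a set limit at 20 µM in the primary screen, cut at about 59% in these data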;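 further: 0% = DMSO wells with substrate and 100% = DMSO wells lacking glucose-6-phosphate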
# HKDC1 inhibitor: blocks human hexokinase HKDC1 activity. Q2TB90. recombinant HKDC1, G6PDH/diaphorase resazurin coupled fluorescence. inhibition, % at 20 µM. hit rate 0.16% among 340,000;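 active means inhibition above about 35% when tested at 20 µM, limit read from the data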;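 further: plate controls were DMSO wells with enzyme for no effect and DMSO wells lacking enzyme for full effect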
#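 System: Recombinant HKDC1 hexokinase | Amount: HKDC1 at 5 µg/mL | Reagent: Glucose with 1 mM ATP | Doses: Single 20 µM dose | Incubation: Reaction time 90 min, room temperature, protected from light | Signal: Coupled resazurin fluorescence, excitation 525 nm, emission 613 nm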
# SENP6 inh: inhibitors of human SENP6 protease; Recombinant SENP6 catalytic domain, aminoluciferin luminescence; hit rate 1.8% among 330,000; inhibition, % at 10 µM;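 active means inhibition above about 50% at the single tested dose, limit read from the data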;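 further: plate controls were DMSO wells with enzyme for no effect and DMSO wells lacking enzyme for full effect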
# SENP8 block-1: inhibitors of human SENP8 protease; Q96LD8; purified SENP8, Z-RLRGG-aminoluciferin cleavage, luminescence; inhibition, % at 10 µM; hit rate 1.2% among 330,000; AID 2540; in the data active means inhibition above about 50%
# Target sequence (Q96LD8 whole entry, looked up): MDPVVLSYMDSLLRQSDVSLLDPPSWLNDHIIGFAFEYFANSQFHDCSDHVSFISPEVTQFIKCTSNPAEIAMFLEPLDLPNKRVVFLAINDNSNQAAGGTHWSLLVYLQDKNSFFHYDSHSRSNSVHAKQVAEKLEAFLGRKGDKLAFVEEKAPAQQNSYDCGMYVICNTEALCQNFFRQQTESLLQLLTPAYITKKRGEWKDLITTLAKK
# SENP7 block: inhibitors of human SENP7 protease; AID 434973; inhibition, % at 5 µM; recombinant SENP7, Z-RLRGG-aminoluciferin luminescence, 40 min; hit rate 1.5% among 330,000;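 active means inhibition above about 50% at the single test dose, limit read from the data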;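 further: plate controls were DMSO with enzyme for no effect and no enzyme buffer wells for full effect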
# Target sequence (Q9BQF6 706-1050 limits assumed): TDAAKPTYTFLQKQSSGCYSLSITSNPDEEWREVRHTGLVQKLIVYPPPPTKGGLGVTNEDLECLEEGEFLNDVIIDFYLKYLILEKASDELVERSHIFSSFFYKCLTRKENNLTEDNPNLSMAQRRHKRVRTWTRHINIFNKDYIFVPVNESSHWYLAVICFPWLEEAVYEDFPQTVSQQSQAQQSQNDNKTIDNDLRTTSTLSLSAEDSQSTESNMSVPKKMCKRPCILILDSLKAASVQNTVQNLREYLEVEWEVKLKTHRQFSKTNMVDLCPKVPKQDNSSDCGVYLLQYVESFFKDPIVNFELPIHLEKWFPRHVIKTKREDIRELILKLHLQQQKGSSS
# SENP1 FRET inh: blocks the human SENP1 SUMO protease catalytic domain | Q9P0U3 | recombinant SENP1 catalytic domain, CyPet-SUMO1-YPet FRET cleavage | inhibition, % at 10 µM | hit rate 0.21% among 360,000;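 active means inhibition at least 30% at 10 µM, raw YFP signal under a set limit, fluorescence ratio 0.5 to 1.5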;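 further: 0% = enzyme with DMSO and 100% = no enzyme wells; some results filed as inactive read as strong as hits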
# Target sequence (Q9P0U3 419-644 limits assumed): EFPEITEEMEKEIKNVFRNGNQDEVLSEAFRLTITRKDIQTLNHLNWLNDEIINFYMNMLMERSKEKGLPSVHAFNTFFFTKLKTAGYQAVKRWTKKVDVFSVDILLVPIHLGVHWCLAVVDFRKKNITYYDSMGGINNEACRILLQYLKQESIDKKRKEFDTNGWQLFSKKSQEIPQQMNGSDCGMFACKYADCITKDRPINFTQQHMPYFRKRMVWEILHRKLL
#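 Assay system – human recombinant His6-tagged SENP1 catalytic domain enzyme · Input – SENP1 enzyme, 20 pM final · Buffer or medium – Tris pH 8 buffer plus EDTA, NaCl, BME, BSA, NP40, catalase · Schedule – 50 min reaction at room temperature · Technique – FRET read of cyan and yellow fluorescence · Control set – no-enzyme wells low, DMSO-plus-enzyme wells high control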
# beta cell repl: induces beta-cell replication in MIN6 cells; MIN6 cells proliferation, ATPlite luminescence, 48 h; cells starved in 0.2% serum; 100% = growth in 10% serum; proliferation, % at 10 µM; hit rate 0.29% among 330,000; AID 2380;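 active means compounds whose signal lies at least 3.5 SD above the mean of all wells on their plate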;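 further: 0% = DMSO-treated cells in low-serum medium and 100% = 10% serum control; some compounds called inactive have numbers as strong as hits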
# UBC13 polyUb: human UBC13 polyubiquitination inhibition; P61088; UBC13 polyubiquitin chain formation, TR-FRET; inhibition, % at 20 µM; hit rate 0.47% among 330,000; AID 485273; in the data active means inhibition above about 45%, passing the limit was not always enough; inconclusive means no clear call, values can overlap the other calls
# Target sequence (P61088 whole entry, looked up): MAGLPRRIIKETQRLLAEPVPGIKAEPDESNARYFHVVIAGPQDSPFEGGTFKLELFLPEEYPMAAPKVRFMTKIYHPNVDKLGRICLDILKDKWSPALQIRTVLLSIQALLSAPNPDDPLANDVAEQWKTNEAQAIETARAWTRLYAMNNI
# SENP8 block-2: inhibitors of human SENP8 protease | Q96LD8 | recombinant SENP8, Nedd8 substrate fluorescence | inhibition, % at 20 µM | hit rate 0.64% among 360,000 | AID 602440; in the data active means inhibition mostly above about 40%, no sharp cut-off; inactive means mostly below about 27%
# * marks the source's active call; other numbers are inactive results; i = inactive; ? = inconclusive; nt = not tested or not shown. Not a hit list; about 4% have a hit in one of these screens.
1	O=C(Nc1nc2cc(Cl)ccc2s1)C1CCCN(S(=O)(=O)c2cccc3cccnc23)C1 (stereo not given)
2	Cc1onc(-c2ccccc2)c1C(=O)NCCSCc1ccco1
3	CN(C)CCN1CC(C(=O)O)CC1=O (stereo not given)
4	Cn1cncc1C#Cc1c(-c2ccsc2)sc2ccccc12
5	CCN1CCN(C(=O)C2=CC(c3ccc(OC)cc3)=NS(=O)(=O)N2C)CC1
6	Cc1ccc(Cl)cc1N1CCN(S(=O)(=O)c2cc3c(cc2C)NC(=O)CO3)CC1
7	Cc1ccc(NCc2ccc(O)c3ncccc23)cc1
8	Nc1cccc2c1C(=O)N(C(=O)c1ccc(Cl)c(S(=O)(=O)N3CCCCCC3)c1)C2=O

Screen / compound no.	1	2	3	4	5	6	7	8
PfG6PD inh	12	-11	-8	-10	4	3	18	-8
HKDC1 inhibitor	-1	0	-6	0	-1	0	-2	-1
SENP6 inh	-17	-7	-6	-14	0	-12	3	-7
SENP8 block-1	-4	10	4	-18	2	-5	3	-1
SENP7 block	-2	-1	8	-3	2	3	-1	7
SENP1 FRET inh	-32	-1	0	2	0	2	1	-19
beta cell repl	-8	2	-2	-6	-1	-6	-2	0
UBC13 polyUb	-12	3	-2	37	-7	5	22	14
SENP8 block-2	-7	0	16	-479	-176	8	20	i

9	CCOc1ncccc1C(=O)OCC(=O)N1CCC(C)CC1
10	O=C(c1ccc(Cl)c(S(=O)(=O)N2CCOCC2)c1)N1CCOCC1
11	CN(C)/C=C/C(=O)c1ccc(S(=O)c2ccccc2)cc1 (stereo not given)
12	COc1ccc(OC)c(NC(=O)C(C)Oc2ccc(Br)cc2)c1 (stereo not given)
13	C/C(=N\NC(=O)c1cc(O)cc(O)c1)c1ccc(NC(=O)Cc2ccccc2)cc1
14	CCn1c(C)nc2cc(C(=O)NNC(=O)c3ccc(C)cc3)ccc21
15	COCC(C)n1c(C)cc(C(=O)COC(=O)c2cc(=O)[nH]c3ccccc23)c1C (stereo not given)
16	COc1ccc2c(c1OC)CN1CCc3cc4c(cc3[C@@H]1[C@@H]2O)OCO4

Screen / compound no.	9	10	11	12	13	14	15	16
PfG6PD inh	-22	-5	-19	25	10	36	-3	-2
HKDC1 inhibitor	-4	-4	13	-1	19	-5	-2	-1
SENP6 inh	-6	-5	9	-12	-16	2	11	-6
SENP8 block-1	4	-12	7	0	-1	4	-15	-6
SENP7 block	4	-5	7	-3	-13	6	-1	-1
SENP1 FRET inh	2	1	-2	0	8	-4	-2	42
beta cell repl	-4	-1	2	-2	0	0	-2	-2
UBC13 polyUb	-3	-4	-2	-7	30	1	-6	-6
SENP8 block-2	7	24	13	5	9	-41	-331	-27

17	CN(C)c1cccc2cccc(N(C)C)c12
18	COc1ccc(NC(=O)Nc2nc3c(s2)CCCC3)cc1
19	CC(=O)c1ccc(N2CCCCCC2)c(F)c1
20	CCn1cc(C(=O)O)c(=O)c2cc(F)c(N3CCNCC3)cc21
21	O=c1cc[nH]c2c(Cl)cccc12
22	Cc1ccc(C)c(N2CCN(C(=O)c3ccc4c(c3)c(C)c(C)n4C)CC2)c1
23	CCOc1ccc(NC(=O)CCn2c(=O)[nH]c3ccsc3c2=O)cc1
24	CCOC(=O)C(c1ccccc1)C(Nc1ccc(Cl)c(Cl)c1)c1ccccn1 (stereo not given)

Screen / compound no.	17	18	19	20	21	22	23	24
PfG6PD inh	9	7	-8	nt	4	2	3	10
HKDC1 inhibitor	7	11	-3	nt	-1	0	4	-5
SENP6 inh	45	7	-10	7	7	-8	-19	-3
SENP8 block-1	18	-9	-5	-3	-1	-28	-8	-13
SENP7 block	33	1	-3	5	8	-21	-4	-4
SENP1 FRET inh	-3	0	1	1	2	-6	-1	4
beta cell repl	0	0	2	-1	-3	-8	-1	-4
UBC13 polyUb	-17	6	15	24	2	-14	-13	-6
SENP8 block-2	-53	7	-49	-382	11	-22	-7	13

25	NS(=O)(=O)c1ccc(N=Nc2ccc(O)c3ncccc23)cc1
26	CC1CCN(CC(=O)Nc2ccc(C(=O)N3CCCCC3)cc2)CC1
27	CC(=O)c1cc2c(cc1NC(=O)Nc1cccc(Cl)c1)OCCO2
28	CCNC(=O)C(=O)NCC1CCCN1S(=O)(=O)c1cccs1 (stereo not given)
29	CC(=O)Nc1ccc2c(COC(=O)CC3Sc4ccccc4NC3=O)cc(=O)oc2c1 (stereo not given)
30	Cc1cc(=O)oc2cc(NC(=O)c3ccc(OC(F)F)cc3)ccc12
31	CCC[C@@H](CN1CCC[C@H]1CN1C(N)=NC[C@@H]1Cc1ccccc1)N1C[C@@H]([C@H](C)CC)N(CCCC2CCCC2)C1=N
32	O=C(NCCCn1ccnc1)/C(=C/c1ccco1)NC(=O)c1cccs1

Screen / compound no.	25	26	27	28	29	30	31	32
PfG6PD inh	-2	-5	6	1	-11	-5	24	-8
HKDC1 inhibitor	-18	-1	1	-3	2	8	8	-5
SENP6 inh	11	-3	-17	-15	-3	-11	4	0
SENP8 block-1	18	3	-13	-7	-1	3	-1	-11
SENP7 block	6	-3	5	-6	4	7	-7	-8
SENP1 FRET inh	6	1	-18	-6	-19	-3	-36	2
beta cell repl	-4	-3	0	-1	2	-1	-6	0
UBC13 polyUb	-191	1	0	-1	-3	-2	91*	-5
SENP8 block-2	35	6	-428	-8	-395	-286	-12	6

33	O=S(=O)(Nc1ccc(Nc2ccccc2)cc1)c1ccc(F)cc1
34	COc1ccc(OC)c(NC(=O)CSc2ncccc2C(=O)O)c1
35	CCOC(=O)c1sc(-c2ccc(OC)cc2)cc1NC(C)=O
36	Cc1ccc(/C=N/NC(=O)c2ccc(-n3cnnn3)cc2)cc1
37	c1ccc2sc(N3CCN(Cc4nnnn4CC4CCCO4)CC3)nc2c1 (stereo not given)
38	CCN(C(=O)c1ccco1)c1nc(-c2ccc(OC)cc2)cs1
39	CCCCn1c(N)c(N(CC(C)C)C(=O)CSc2nnc(C)n2-c2ccccc2)c(=O)[nH]c1=O
40	O=[N+]([O-])c1ccc(CSc2nc3ccccc3o2)cc1

Screen / compound no.	33	34	35	36	37	38	39	40
PfG6PD inh	14	8	9	9	9	9	-4	5
HKDC1 inhibitor	2	1	-2	0	-7	4	-5	4
SENP6 inh	-19	8	nt	-17	-10	29	nt	52*
SENP8 block-1	-7	-4	nt	-2	-5	-5	nt	16
SENP7 block	-7	-2	nt	-2	-16	-3	nt	24
SENP1 FRET inh	-1	2	-2	-1	2	2	0	3
beta cell repl	-5	1	nt	-3	-1	-2	nt	0
UBC13 polyUb	-6	-4	nt	10	-12	3	nt	?
SENP8 block-2	28	12	-408	-41	20	16	6	21

# 6 entries from above, bar-delimited.
nr | mol | PfG6PD inh | HKDC1 inhibitor | SENP6 inh | SENP8 block-1 | SENP7 block | SENP1 FRET inh | beta cell repl | UBC13 polyUb | SENP8 block-2
33 | O=S(=O)(Nc1ccc(Nc2ccccc2)cc1)c1ccc(F)cc1 | 14 | 2 | -19 | -7 | -7 | -1 | -5 | -6 | 28
34 | COc1ccc(OC)c(NC(=O)CSc2ncccc2C(=O)O)c1 | 8 | 1 | 8 | -4 | -2 | 2 | 1 | -4 | 12
35 | CCOC(=O)c1sc(-c2ccc(OC)cc2)cc1NC(C)=O | 9 | -2 | nt | nt | nt | -2 | nt | nt | -408
36 | Cc1ccc(/C=N/NC(=O)c2ccc(-n3cnnn3)cc2)cc1 | 9 | 0 | -17 | -2 | -2 | -1 | -3 | 10 | -41
37 | c1ccc2sc(N3CCN(Cc4nnnn4CC4CCCO4)CC3)nc2c1 (stereo not given) | 9 | -7 | -10 | -5 | -16 | 2 | -1 | -12 | 20
38 | CCN(C(=O)c1ccco1)c1nc(-c2ccc(OC)cc2)cs1 | 9 | 4 | 29 | -5 | -3 | 2 | -2 | 3 | 16

# The list continues:
41	COc1cccc(-c2ccc(SCC(=O)NCCc3ccccc3)nn2)c1
42	CC(C)(C)c1cc(CN2CCCC(O)C2)c(O)c(C(C)(C)C)c1 (stereo not given)
43	CCN1CNC(=S)N(CCc2ccccc2)C1
44	OC(c1nc2ccccc2[nH]1)C(O)C(O)C(O)c1nc2ccccc2[nH]1 (stereo not given)
45	Cc1ccc(C(=O)O/N=C(\N)Cc2ccc([N+](=O)[O-])cc2)c(Cl)c1
46	O=C(NC1CCc2ccccc21)C12CN(Cc3ccccc3)CC1C(c1cccc([N+](=O)[O-])c1)=NO2 (stereo not given)
47	C/C=C/Cn1cccc(C(=O)Nc2ccc(OC)cc2)c1=O
48	Cc1ccc(N(CC(=O)NCC2CCCO2)C(=O)CCC(=O)Nc2cc(C)on2)cc1 (stereo not given)

Screen / compound no.	41	42	43	44	45	46	47	48
PfG6PD inh	7	14	-11	6	3	3	-15	-2
HKDC1 inhibitor	-1	6	-8	-6	-1	1	-8	-3
SENP6 inh	2	16	-6	-4	-7	20	25	-8
SENP8 block-1	2	-7	-10	2	2	7	-1	-9
SENP7 block	2	-7	-1	-1	7	2	14	-5
SENP1 FRET inh	-4	0	4	nt	1	0	3	1
beta cell repl	1	-5	0	-1	-6	-8	1	3
UBC13 polyUb	7	-2	-6	0	6	-22	5	-2
SENP8 block-2	10	5	9	nt	21	17	12	0

49	COc1ccc(C)cc1NC(=O)c1ccccc1NS(=O)(=O)c1cccc2cccnc12
50	O=C(c1ccccc1)N(Cc1cccs1)C1CCS(=O)(=O)C1 (stereo not given)
51	CC1CN(C(=O)C2CC2)C(C)CN1C(=O)C1CC1 (stereo not given)
52	O=C(c1ccc(S(=O)(=O)Cc2ccccc2F)c([N+](=O)[O-])c1)N1CCCCCC1
53	CC(C)COC(=O)N(C)c1ccc(C(O)(C(F)(F)F)C(F)(F)F)cc1
54	Cc1ccccc1CNC(=O)C1CCN(c2nnc(N3CCCC3=O)s2)CC1
55	Cc1c(C)c2ccc(OCC(=O)Nc3cccnc3)cc2oc1=O
56	COc1ccc(CC(=O)NNC(=S)Nc2ccccc2)cc1Br

Screen / compound no.	49	50	51	52	53	54	55	56
PfG6PD inh	15	0	-8	1	17	-10	-1	4
HKDC1 inhibitor	-11	-3	-11	-3	2	-2	-4	0
SENP6 inh	-21	-6	1	7	12	-8	-1	-1
SENP8 block-1	-1	4	2	5	-1	-1	3	6
SENP7 block	0	10	3	9	-8	-1	-2	-2
SENP1 FRET inh	2	-2	-5	2	0	3	0	1
beta cell repl	5	0	1	-2	-1	-1	-3	-1
UBC13 polyUb	11	4	-1	-10	5	7	8	-8
SENP8 block-2	-2	3	4	25	22	15	-298	15

57	Cc1ccc(S(=O)(=O)N2CCC[C@H]2C(=O)OCC(=O)N2c3ccccc3NC(=O)C2(C)C)cc1
58	C/C(=N\NC(=S)NC(C)C)c1ccc(-n2ccnc2)cc1
59	CCOC(=O)/C(C#N)=C\c1cc(C)n(-c2ccccc2)c1C
60	CCOC(=O)c1sc(NC(=O)CN2C(=O)NC3(CCCCCCC3)C2=O)c(C(=O)OCC)c1C

Screen / compound no.	57	58	59	60
PfG6PD inh	22	19	-5	0
HKDC1 inhibitor	-3	-4	0	-2
SENP6 inh	nt	-22	-30	-4
SENP8 block-1	nt	-14	-17	-2
SENP7 block	nt	-11	3	-6
SENP1 FRET inh	0	3	-5	-7
beta cell repl	nt	-2	-5	-4
UBC13 polyUb	nt	-12	5	18
SENP8 block-2	6	8	-95	-27
